B2AR arrestin = beta2AR (human) beta-arrestin recruitment activity. 0.02% of 330,000 active. Potency, µM (titrated, usually from 46.1 µM), inactives show top-dose activation, hits mostly activators. P07550. beta-arrestin recruitment to beta2AR, cell-based reporter;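 further: potency means the concentration at half of the fitted maximal effect; 0% = DMSO controls and full agonism = EC100 isoproterenol or metaproterenol; nearly all actives have a fitted effect of over 65% in size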
Target sequence (P07550 whole entry, looked up): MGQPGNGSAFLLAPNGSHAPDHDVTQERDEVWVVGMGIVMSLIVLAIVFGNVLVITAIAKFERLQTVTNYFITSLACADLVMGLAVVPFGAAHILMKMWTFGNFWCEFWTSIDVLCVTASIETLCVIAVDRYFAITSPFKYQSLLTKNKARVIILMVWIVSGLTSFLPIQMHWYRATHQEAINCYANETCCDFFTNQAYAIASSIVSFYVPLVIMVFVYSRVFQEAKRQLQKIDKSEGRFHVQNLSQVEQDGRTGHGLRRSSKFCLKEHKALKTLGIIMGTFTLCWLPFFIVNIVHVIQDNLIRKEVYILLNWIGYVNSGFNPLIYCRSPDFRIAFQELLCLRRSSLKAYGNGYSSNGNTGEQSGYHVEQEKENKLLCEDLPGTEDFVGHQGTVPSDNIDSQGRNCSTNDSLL
PKM2 activator = increases activity of human pyruvate kinase M2; Potency, µM (series often up to 57.5 µM), without a hit: at the top dose activation, most hits filed as activators; P14618; purified PKM2, Kinase-Glo ATP luminescence, activation; response scale: 0% is enzyme alone, no compound; AID 1631; 0.34% of 260,000 active; further: potency means the concentration at half of the fitted maximal effect; nearly all actives have a fitted effect of over 55% in size
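Purified hPK-M2 (>95% pure) converted ADP (0.1 mM final) to ATP with 0.5 mM PEP in 50 mM imidazole pH7.2, KCl, MgCl2, Tween 20, BSA; 1 h at room temperature. ATP detected by Kinase-Glo luminescence.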
Coupling enz = counter-screen for Giardia aldolase inhibitors: coupling enzyme system. 0.67% of 290,000 active. coupling enzyme system counterscreen, AmpLite Red fluorescence. AID 2472. activity change, negative = inhibition, % at 58.2 µM, hits read low; in the data active means activity change below about -30%
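Fluorescence at 525 nm excitation and 598 nm emission measured inhibition of the coupled detection system without aldolase. Compounds (at 57.5 uM final) were preincubated 10 min at room temperature with coupling enzyme reagent before a 20 min substrate/AmpLite Red step.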
Eya2 phos inh = Eya2 (human) phosphatase inhibition. recombinant Eya2, OMFP fluorescence dephosphorylation (OMFP is methylfluorescein phosphate). Potency, µM (series often up to 76.9 µM), without a hit: at the highest dose activity, negative = inhibition, actives largely listed as inhibitors. 0.006% of 330,000 active. AID 488837; further: potency means the concentration at half of the fitted maximal effect
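Eya2 protein (added as 0.2 uM solution) was preincubated with compound for 10 min at ambient temperature in 50 mM HEPES pH 7.5, 50 mM NaCl, 5 uM MgCl2, 0.05% BSA, 1 mM DTT. OMFP (added at 50 uM) then reacted 10 min; fluorescence read at 485/525 nm.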
USP2a block = USP2a (human) protease inhibition; O75604; USP2 core, Ub-CHOP2 coupled fluorogenic reporter, 485/531; Potency, µM (doses to about 38.3 µM), inactives show top-dose activity change, negative = inhibition, usual class: inhibitors; 0.01% of 330,000 active; AID 463254;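 further: potency means the concentration at half of the fitted maximal effect; plate controls were DMSO wells for no effect and full inhibition by NEM control for full effect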
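USP2 core (10nM final) preincubated 30min RT with compound in 20mM Tris-HCl pH 8.0, 2mM CaCl2, 2mM beta-mercaptoethanol, 0.05% CHAPS; 25nM Ub-CHOP2 plus 25nM reporter substrate added, fluorescence (Ex485/Em531) read after 60min.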
BCR signal inh = blocks chronic active B-cell receptor signaling. ABC-DLBCL IkBa-CBG/CBR reporter, luminescence ratio, 4 h. Potency, µM (top dose mostly 46.1 µM), inactives show top-dose ratio change, negative = lower green/red ratio, hits mostly inhibitors. 0.05% of 340,000 active. AID 493014; active means well fitted inhibition curve with a large enough effect in the signal ratio, with a control signal flat, not every such curve was filed as active; inconclusive means small, poorly fitted or top-dose-only effect, or effect the other way, or a change in a side signal; the % refers to the signal ratio;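 further: potency means the concentration at half of the fitted maximal effect; plate controls were basal doxycycline-induced cells for no effect and cells given 10 µM MG132 for full effect; MG132 reads +100%, hits lower the ratio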
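Cell line TMD8 (human ABC DLBCL), stably expressing tet-inducible CBG68-IkBa fusion and CBR; IMDM/0.5% FBS; cpd up to 46 uM; dox induction, 4 h, 37C/5% CO2; dual luminescence; green/red ratio; MG132 control.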
Giardia kill = Giardia lamblia killing | Giardia lamblia trophozoite viability | activity change, % at 7.66 µM, hits read low | 0.15% of 340,000 active; in the data active means activity change below about -80%; inconclusive means between about -30% and that limit;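 further: parasites exposed to compound for two days anaerobically before the ATP read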
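Media and compound were dispensed first, then trophozoites at 100 cells/well; plates sat 48 hrs at 37 deg C without oxygen before ATP luminescence reagent was added and read after 15-30 min at room temperature.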
uPA surface inh = cell surface uPA generation inhibition | cell surface uPA generation assay, qHTS | 0.31% of 330,000 active | Potency, µM (titrated, usually from 38.3 µM), for the others: at the top dose activity change, negative = inhibition, most hits filed as inhibitors | AID 540303; active means well fitted inhibition curve with a large enough effect; inconclusive means small, poorly fitted or top-dose-only effect; inactive means no such curve, though single readings can be large or run the other way; tested in mouse RAW 264.7 cells; further: potency means the concentration at half of the fitted maximal effect; nearly all actives have a fitted effect of over 55% in size
GALK inhibitor = blocks human galactokinase activity | Purified GALK, Kinase-Glo residual ATP luminescence | Potency, µM (series often up to 57.5 µM), without a hit: top-dose activity change, negative = inhibition, most hits filed as inhibitors | 0.007% of 270,000 active | P51570; further: potency means the concentration at half of the fitted maximal effect
Target sequence (P51570 whole entry, looked up): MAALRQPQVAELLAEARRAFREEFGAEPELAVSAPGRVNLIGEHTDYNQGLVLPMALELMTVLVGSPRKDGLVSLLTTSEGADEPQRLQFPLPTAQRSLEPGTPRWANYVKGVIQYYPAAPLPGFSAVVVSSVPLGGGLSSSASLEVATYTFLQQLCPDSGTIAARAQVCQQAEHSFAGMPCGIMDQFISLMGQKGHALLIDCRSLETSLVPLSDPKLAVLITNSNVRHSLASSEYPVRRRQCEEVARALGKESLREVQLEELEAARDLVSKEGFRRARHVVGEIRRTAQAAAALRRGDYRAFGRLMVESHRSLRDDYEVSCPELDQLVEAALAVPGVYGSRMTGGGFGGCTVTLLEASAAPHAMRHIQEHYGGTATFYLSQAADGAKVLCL
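The enzyme phosphorylates galactose (100 uM) using ATP (35 uM); inhibition is detected as higher residual ATP, quantified by bioluminescence after 1 h reaction at room temperature, pH 8.0.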
KCNH2 3.1 block = KCNH2 3.1 (human) potassium channel inhibition; U2OS KCNH2 3.1, thallium flux FluxOr; stronger effect = lower value; activity change, % (tested at about 1.8 µM); 0.95% of 340,000 active;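 active means maximum activity change below -70%; inconclusive means maximum activity change from -70% to -50%; inactive means maximum activity change above -50%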;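 further: thallium influx rate constant from kinetic fluorescence after stimulation buffer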
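Kinetic fluorescence (2 min after stimulation buffer) measures Tl+ influx through KCNH2 3.1 expressed by viral transduction in U2OS cells; the rate constant is normalized against DMSO controls serving as positive and negative references.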
KCNH2 WT inh = blocks the wildtype human KCNH2 potassium channel; Q12809; U2OS, BacMam KCNH2, thallium flux FluxOr; stronger effect = lower value; activity change, % at 1.84 µM; 0.37% of 340,000 active;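 active means maximum activity change below -70%; inconclusive means maximum activity change between -70% and -50%; inactive means maximum activity change above -50%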
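U2OS cells transduced with wild-type KCNH2 virus are loaded with FluxOr dye for 45 min, and thallium flux is measured in kinetic reads before and after stimulation buffer. Rate constants are normalized to DMSO controls.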
An asterisk follows results filed as active; ? = inconclusive; nt = not tested or not shown; [ ] = remark or other dose. Unless noted, the call rests on the fitted dose curve; in most records, active means well fitted curve in the direction sought with a large enough effect; inconclusive means small, poorly fitted or top-dose-only effect, or another doubt; inactive means no such curve, though single readings can be large; an effect the other way counts as inactive or inconclusive. Unless noted, on the % scale 0 is the no-effect control and ±100 the full control effect.

SMILES	B2AR arrestin	PKM2 activator	Coupling enz	Eya2 phos inh	USP2a block	BCR signal inh	Giardia kill	uPA surface inh	GALK inhibitor	KCNH2 3.1 block	KCNH2 WT inh
Cc1ccc(NC(=O)c2ccccc2OCC(=O)c2ccccc2)cc1	0.4%	0%	-3	2%	2%	?	18	-8%	-3%	-4	-1
CCc1cc(=O)oc2cc(C)cc(OC(C)C(=O)NC3CC(C)(C)NC(C)(C)C3)c12 (configuration not stated)	-0.2%	nt	2	-8%	6%	1%	0	14%	8%	-3	-14
FC(F)(F)c1nc(-c2ccncc2)ncc1-c1nnnn1-c1ccccc1	3.2%	17%	nt	-10%	1%	-14%	-1	6%	1%	-9	-4
O=C(CSc1nnc(-c2cc3ccccc3cc2O)n1Cc1ccco1)N1CCc2ccccc2C1	-0.3%	?	1	-1%	-5%	11%	9	nt	0%	-16	5
Cc1ccc(Cn2nc(C)c(C(=O)NCC(c3cccs3)N3CCOCC3)c2Cl)cc1 (configuration not stated)	0.1%	nt	nt	-16%	3%	?	-7	-8%	nt	9	4
Cc1ccc(CN2CC(C(=O)N3CCN(c4ccccc4Cl)CC3)CC2=O)cc1 (configuration not stated)	0.0%	nt	nt	-8%	-1%	2%	6	-8%	nt	-9	6
COCCOC(=O)c1[nH]c2c(c1C)C(=O)CC(c1ccc(F)cc1)C2 (configuration not stated)	-1.1%	2%	0	-2%	4%	-1%	-12	?	1%	8	2
O=S(=O)(NCCc1ccccc1)c1ccc(Br)s1	-0.3%	1%	nt	4%	1%	5%	5	0%	-3%	16	-3
COc1ccc(C(=O)NCC2OCCc3ccccc32)cc1OC (configuration not stated)	0.0%	-2%	0	3%	0%	-15%	-22	13%	7%	-1	-6
CNC(=O)Nc1ccccc1NC(=O)NC	0.4%	-8%	1	1%	1%	-1%	34[activator]	nt	-1%	-4	-8
O=C(c1ccccc1Cl)N1CCN(S(=O)(=O)N2CCCCC2)CC1	-0.4%	-1%	2	3%	-1%	1%	11	-8%	1%	8	-9
CC(C)Nc1nc(Oc2ccc(Cl)cc2)cc(C(F)(F)F)n1	0.1%	-1%	0	-10%	1%	18%	-10	6%	-2%	9	18
CCCCNC(=O)/C=C1\Sc2ccccc2NC1=O	0.0%	0%	0	-1%	4%	?	-29	-6%	1%	7	-6
O=[N+]([O-])c1ccc(O)c(/C=N/n2cnnc2)c1	0.4%	-6%	7	1%	1%	6%	-27	-1%	-2%	6	-1
COCCOc1ccc(C(F)(F)F)cc1NC(=O)COC(=O)c1c(C)noc1C	-0.3%	3%	-3	1%	0%	-2%	-3	-3%	-1%	13	1
CCCC(=O)OCC(=O)Nc1ccc(OC(F)F)cc1	0.2%	-2%	2	42%	1%	1%	28	-3%	5%	-2	0
CN(CC(=O)Nc1cccc(F)c1)C(=O)CNS(=O)(=O)c1ccc(N(C)C)c([N+](=O)[O-])c1	0.0%	nt	nt	-23%	0%	-9%	-7	2%	nt	-1	-1
CC1=C(C(N)=O)C(c2ccccc2[N+](=O)[O-])n2ncnc2N1 (configuration not stated)	0.5%	nt	0	1%	1%	7%	14	4%	6%	-8	-6
COc1cccc(-c2cc(C(F)(F)F)c(C#N)c(=O)[nH]2)c1	0.1%	15%	8	-1%	2%	-4%	7	2%	3%	-1	5
COc1ccccc1NC(=O)C1=C(C)Nc2nc(-c3cccs3)nn2C1c1cccnc1 (configuration not stated)	-0.1%	-13%	3	-3%	4%	2%	-7	-7%	3%	4	7
COc1ccc(/C=N/N=C2/NC(=O)C(CC(=O)NC(C)C)S2)cc1 (configuration not stated)	0.4%	4%	0	-30%	2%	0%	-4	-1%	7%	9	5
COCCn1c(SCC(=O)Nc2sc(C)c(C)c2C#N)nnc1-c1ccc(OC)cc1	-2.5%	1%	8	22%	4%	5%	6	nt	2%	5	-4
CC12CCC(=O)N1C(C(=O)OCC(=O)Nc1cccc(S(=O)(=O)N3CCCCCC3)c1)CS2 (configuration not stated)	-1.2%	-7%	8	-11%	2%	2%	-13	1%	0%	29	21
CC(OC(=O)Cn1cnc2c1c(=O)n(C)c(=O)n2C)C(=O)N(C)c1ccccc1 (configuration not stated)	-3.1%	nt	nt	-11%	3%	2%	20	-6%	nt	46	3
COC(=O)c1sc(C(F)(F)F)c(-c2ccccc2)c1S(=O)(=O)NC(C)(C)C	-0.5%	0%	-1	-27%	2%	11%	-12	-12%	4%	22	3

Next compounds.
SMILES	B2AR arrestin	PKM2 activator	Coupling enz	Eya2 phos inh	USP2a block	BCR signal inh	Giardia kill	uPA surface inh	GALK inhibitor	KCNH2 3.1 block	KCNH2 WT inh
CCOc1cc(/C=C/C(=O)c2ccc3c(c2)OCCO3)ccc1OCC(=O)N(C)C	5.0%	-1%	1	3%	4%	?	-11	-17%	3%	3	2
CN1C(=S)SC(/[N+]([O-])=C/c2ccc(Cl)cc2)C1(C)C (configuration not stated)	-0.2%	6%	2	5%	-2%	?	-3	4%	-1%	-47	1
COc1ccc(CNC(=O)COC(=O)c2cc(S(=O)(=O)N3CCOCC3)ccc2O)cc1OC	-0.2%	nt	nt	-3%	-1%	?	-11	5%	nt	nt	1
Cc1cccc(N2CCN(Cc3oc(CO)cc(=O)c3O)CC2)c1C	-0.4%	-5%	5	7%	-3%	3%	0	-1%	1%	-21	3
CC1C/C(=N/N=C2/NC(=O)CS2)CC(C)(C)C1 (configuration not stated)	-0.5%	1%	1	-18%	3%	1%	-6	1%	-1%	-2	0
COC(=O)c1[nH]c2ccccc2c1Sc1ccccc1	-0.3%	nt	2	-18%	0%	?	26	5%	-2%	-14	3
NS(=O)(=O)c1cccc(Nc2nc3ccccc3nc2NS(=O)(=O)c2ccc(Cl)cc2)c1	0.0%	nt	nt	-10%	-1%	?	20	3%	nt	6	1
COc1cccc(NC(=S)N2CCn3c(nc4ccccc43)C2)c1	-0.8%	2%	3	6%	14%	?	1	2%	1%	2	0
O=C(NCC(=O)N(c1ccccc1F)C(C(=O)NCC1CCCO1)c1ccccc1)c1ccco1 (configuration not stated)	-0.2%	-2%	-4	1%	1%	?	8	-1%	-2%	-1	6
Cc1ccc(C)c(NC(=O)CSc2sc3c(O)cc(=O)[nH]c3c2C#N)c1	0.0%	11%	0	-11%	3%	7%	-12	-1%	8%	-14	-4
CC1CN(c2nc3c(c(=O)[nH]c(=O)n3C)n2Cc2ccccc2F)CC(C)O1 (configuration not stated)	0.3%	?	-17	9%	-4%	-3%	-3	-3%	0%	-3	-18
COc1ccc(/C=C\C(=O)CC(O)(c2ccccc2)C(F)(F)F)cc1 (configuration not stated)	0.2%	1%	1	-9%	-6%	?	-2	-15%	2%	-5	3
Cc1ccc(NS(=O)(=O)c2ccc(CCC(=O)NCCO)cc2)cc1	-0.3%	-3%	1	-28%	2%	1%	26	nt	0%	-3	-24
CCCCN1C(=O)C(O)(c2ccccc2)c2cc(Br)ccc21 (configuration not stated)	0.0%	nt	1	3%	3%	0%	2	-7%	4%	-6	-2
O=C(NC(=S)Nc1ccc(F)c(Cl)c1)C1CC1	10%	1%	nt	-10%	-2%	?	-10	0%	-2%	-4	-18
CC(=O)c1cc(OC(=O)N2CCOCC2)ccc1OC(=O)N1CCOCC1	-0.5%	-1%	3	7%	3%	4%	-21	2%	1%	13	5
Cc1ccc(Cn2nnnc2CN2CCC(NC(=O)C(C)(C)C)CC2)cc1	-0.2%	-8%	1	-2%	0%	-1%	6	2%	5%	7	0
COc1ccccc1C(CC(=O)N1CCCC1)c1ccc2c(c1)OCO2 (configuration not stated)	-0.1%	0%	1	0%	1%	1%	-2	6%	2%	3	2
COCCCNC(=O)CSc1ccc(Cl)cc1	-0.5%	-1%	3	17%	1%	0%	-1	-1%	1%	1	-3
Nc1cc(N)cc(C(=O)OCC(=O)Nc2cc(S(=O)(=O)N3CCCCC3)ccc2Cl)c1	0.1%	0%	-4	8%	1%	-1%	4	2%	-1%	-2	19
COc1ccc(C(=O)c2c[nH]c3ccccc23)cc1	nt	-7%	-4	nt	nt	nt	-27	-11%	-2%	1	-1
O=C(N/N=C/c1ccncc1)c1ccc(OCc2ccccc2)cc1	0.4%	0%	1	-2%	0%	-1%	21	-10%	0%	-6	1

In a second layout: 3 of the compounds above
Results follow in this order: B2AR arrestin	PKM2 activator	Coupling enz	Eya2 phos inh	USP2a block	BCR signal inh	Giardia kill	uPA surface inh	GALK inhibitor	KCNH2 3.1 block	KCNH2 WT inh
> COC(=O)c1[nH]c2ccccc2c1Sc1ccccc1
    -0.3%	nt	2	-18%	0%	?	26	5%	-2%	-14	3
> COc1ccc(C(=O)NCC2OCCc3ccccc32)cc1OC (configuration not stated)
    0.0%	-2%	0	3%	0%	-15%	-22	13%	7%	-1	-6
> CN(CC(=O)Nc1cccc(F)c1)C(=O)CNS(=O)(=O)c1ccc(N(C)C)c([N+](=O)[O-])c1
    0.0%	nt	nt	-23%	0%	-9%	-7	2%	nt	-1	-1

Screening results: PubChem BioAssay, National Center for Advancing Translational Sciences (NCATS)
